Source: PubChem (Sanford-Burnham Center for Chemical Genomics)
tim10-1 inh: growth inhibitors of tim10-1 mutant yeast, primary screen, luminescence, uHTS; S. cerevisiae tim10-1 ts strain growth, BacTiter-Glo, 24 h; inhibition, % at 20 µM; hit rate 2.2% among 330,000;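 active = inhibition of at least 40%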;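 also: mutant grown at 25 °C; 0% = DMSO wells with yeast and 100% = wells holding no yeast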
APJ antagonist: antagonists of human apelin receptor APJ, primary screen, CHO-K1 cells, beta-arrestin complementation, luminescence. inhibition, % at 20 µM. hit rate 0.32% among 330,000. AID 2521, 2010;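 active = inhibition above about 40% at 20 µM, limit read from the data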;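 also: cells challenged with 10 nM apelin-13 agonist together with compound; plate controls were apelin-13 plus DMSO wells for no effect and DMSO wells lacking apelin-13 for full effect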
Target sequence (P35414 whole entry, looked up): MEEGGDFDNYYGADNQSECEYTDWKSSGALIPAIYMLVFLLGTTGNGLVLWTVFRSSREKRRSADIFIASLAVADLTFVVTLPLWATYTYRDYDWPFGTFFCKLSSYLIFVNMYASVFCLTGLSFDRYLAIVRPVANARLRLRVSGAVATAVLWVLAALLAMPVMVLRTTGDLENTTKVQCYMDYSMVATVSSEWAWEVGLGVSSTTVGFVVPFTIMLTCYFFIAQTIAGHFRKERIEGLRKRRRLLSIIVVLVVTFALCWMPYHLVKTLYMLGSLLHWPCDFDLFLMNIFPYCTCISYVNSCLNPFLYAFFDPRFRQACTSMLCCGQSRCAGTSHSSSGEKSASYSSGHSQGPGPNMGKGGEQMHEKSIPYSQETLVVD
MPTP block: mitochondrial permeability transition pore inhibitors, primary screen, biochemical, isolated mouse mitochondria, absorbance; inhibition, % at 10 µM; hit rate 1.4% among 360,000; Ca2+ swelling absorbance, 30 min; AID 602449, 2012;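 active = inhibition of 50% or more, scaled per plate between neutral and stimulator controls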;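 also: 0% = DMSO wells given calcium and 100% = 1 mM EGTA wells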
tim23-1 inh: growth inhibitors of tim23-1 mutant yeast, primary screen, luminescence, uHTS; inhibition, % at 20 µM; AID 463212, 2010; hit rate 1.3% among 330,000; S. cerevisiae tim23-1 growth, BacTiter-Glo luminescence, 24 h;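 active = growth inhibition of the mutant yeast at or above 50%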;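 also: temperature-sensitive mutant grown at 25 °C; plate controls were DMSO-treated mutant yeast for no effect and medium wells lacking yeast for full effect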
beta cell repl: inducers of MIN6 beta-cell proliferation, primary screen, ATP luminescence, uHTS | AID 2380, 2010 | proliferation, % at 10 µM | MIN6 cells proliferation, ATPlite luminescence, 48 h; cells starved in 0.2% serum; 100% = growth in 10% serum | hit rate 0.29% among 330,000;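 active = compounds whose signal lies at least 3.5 SD above the mean of all wells on their plate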;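 also: 0% = DMSO-treated cells in low-serum medium and 100% = 10% serum control; some compounds called inactive have numbers as strong as hits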
TIM10 inh: growth inhibitors of isogenic TIM10 control yeast, primary screen, counter-screen for tim10-1 yeast inhibitor project, luminescence, uHTS; AID 463195, 2010; hit rate 1.4% among 330,000; S. cerevisiae TIM10 strain growth, BacTiter-Glo luminescence, 24 h; inhibition, % at 10 µM;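 active = inhibition of 40% or more at the single tested concentration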;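 also: wild-type TIM10 isogenic control strain grown at permissive 25 °C; 0% = DMSO yeast wells and 100% = minimal medium wells without yeast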
NALP3 yeast inh: NALP3 inflammasome inhibitors in reconstituted yeast, primary screen, luminescence, uHTS; Yeast reconstituted NLRP3/ASC/caspase-1, beta-gal luminescence, 24 h; inhibition, % at 10 µM; hit rate 0.39% among 330,000; AID 2825, 2010;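 active = inhibition of 50% or more; inactive = inhibition below 50%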;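 also: plate controls were induced DMSO wells for no effect and uninduced yeast grown without galactose for full effect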
APJ ag: agonists of human apelin receptor APJ, primary screen, CHO-K1 cells, PathHunter beta-arrestin, luminescence. AID 2520, 2010. 0% DMSO wells, 100% apelin. activation, % at 20 µM. hit rate 0.11% among 330,000;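 active = activation more than six SD over the plate average, tested at 20 µM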;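 also: 0% = DMSO alone and 100% = apelin-13 at 10 nM; some results filed as inactive read as strong as hits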
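Assay system: engineered CHO-K1 APJ arrestin reporter cells; Amount: 1000 CHO-K1 reporter cells seeded per well; Dosing: one dose, 20 µM compound, 1% DMSO; Times: compound stimulation 90 min at 25 °C, detection 60 min; Measured by: luminescent beta-gal fragment complementation, chemiluminescent substrate; Read-out: APJ–arrestin association signal; Controls: DMSO vs Apelin-13 10 nM.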
NR3A LBD binder: binders of NR3A ligand-binding domain, primary screen, biophysical, differential scanning fluorimetry, uHTS; NR3A LBD differential scanning fluorimetry, Tm shift; 0% = protein alone, 100% = glycine-bound protein; Glutamate receptor ionotropic, NMDA 3A (GRIN3A) ligand-binding domain; hit rate 2.5% among 340,000; AID 1259313, 2017; Tm shift relative to glycine control, % at 25 µM;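 active = melting temperature shift of at least 10% of the positive control shift, at one fixed dose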
* hit, by the source's call.

SMILES	tim10-1 inh	APJ antagonist	MPTP block	tim23-1 inh	beta cell repl	TIM10 inh	NALP3 yeast inh	APJ ag	NR3A LBD binder
S=C(NCCN1CCOCC1)N/N=C/c1cccs1	-2	14	-1.1	-3	10*	12	15	-4	2
Cc1cc(Br)ccc1SCC(=O)NNC(=O)c1ccco1	6	6	-1.2	21	-3	-1	14	-3	1
Cc1ccc(-n2sc3ccccc3c2=O)cc1S(=O)(=O)N1CCCCC1	87*	-12	41	17	-4	57*	9	2	-9
Cc1ccc(NC(=O)c2nc[nH]c2C(=O)N2CCN(C(=O)OC(C)(C)C)CC2)cc1	9	3	0.0	15	-2	11	14	-2	12*
CC(C)c1ccccc1NC(=O)COC(=O)Cc1cccc(C(F)(F)F)c1	29	7	0.5	18	0	2	1	-1	-1
COCCN(C(=O)c1ccc(-c2ccc(Cl)cc2)o1)c1c(N)n(Cc2ccccc2)c(=O)[nH]c1=O	11	-5	-0.4	0	-5	5	16	-1	2
O=C(O)CCC(NC(=S)Nc1ccccc1)C(=O)O (stereo not drawn)	-16	6	0.1	20	3	2	-2	-3	-2
CCOC(=O)c1c(NC(=O)CSc2nnnn2C)sc(C)c1C	18	-3	-0.8	12	0	15	15	5	2
O=C(CCC(=O)OCc1ccc(Br)cc1)Nc1ccccc1	10	-11	9.6	17	-2	4	11	0	2
COC(=O)c1c(NC(=O)C2SC(=NC3CCCCC3)C(C(N)=O)=C2N)sc2c1CCCC2 (stereo not drawn)	19	-7	3.4	16	0	14	9	-2	4
Cc1ccc(C2C3=C(CC(C)(C)CC3=O)Nc3n[nH]c(C)c32)cc1 (stereo not drawn)	3	-7	2.3	2	-1	4	1	-5	-1
CCOC(=O)C1(CCc2ccccc2)CCN(Cc2ccc(C(=O)OC)cc2)CC1	15	-4	0.4	16	-4	7	11	-2	0
COc1ccc(N=C2SC(C(=O)O)CC(=O)N2Cc2ccc(OC)c(OC)c2)cc1 (stereo not drawn)	23	11	-1.8	5	0	-5	8	-4	0
CCn1cc(CN2CCC(n3nccc3NC(=O)Cc3ccccc3)CC2)cn1	-1	1	-0.6	3	4	1	14	7	2
CC(C)(C)c1ccc(C(=O)Cn2nc(C(=O)O)c3ccccc3c2=O)cc1	5	-7	1.1	14	-3	0	-9	-5	1
COc1ccc(S(=O)(=O)N2CCCCC2)cc1NC(=O)c1ccccc1	-11	-7	2.1	-6	0	-10	13	-5	3
NC(=O)C(=O)N/N=C/c1cccc(C(F)(F)F)c1	11	12	-1.3	7	-2	5	6	-2	1
C=CCOC(=O)C1=C(C)NC(SCC(=O)Nc2ccccc2)=C(C#N)C1c1ccco1 (stereo not drawn)	10	3	64*	7	-2	6	3	0	3
Cc1nc2ccc(Cl)cn2c1C(=O)NN	7	-66	0.3	25	-3	9	6	-4	-1
COc1cc(NC(=O)C(=O)NCCN2CCNCC2)c(OC)cc1Cl	-2	13	1.5	-4	-6	-6	-3	-3	-1
CCNc1nc(NC(C)CC)nc(ON=C(C)C)n1 (stereo not drawn)	-2	-7	0.2	-24	-4	0	15	-3	0
O=C(Cc1ccc(O)cc1)NC1CCCCCC1	13	-3	-0.1	22	2	-7	7	0	1
COCCCNc1nc2nonc2nc1N1CCC(C(C)N2CCOCC2)CC1 (stereo not drawn)	10	1	-0.1	12	0	-3	18	-2	0
O=C(CCN1C(=O)c2ccccc2C1=O)Nc1ccncc1	2	8	1.3	6	-1	-4	10	-1	1
Cn1c(=O)c2c(nc(CN3CCN(CCO)CC3)n2CCc2ccccc2)n(C)c1=O	-12	21	2.9	-5	-2	-7	2	1	-7

Records listed above printed as active in NR3A LBD binder.
molecule,APJ antagonist,MPTP block,NALP3 yeast inh,NR3A LBD binder
Cc1ccc(NC(=O)c2nc[nH]c2C(=O)N2CCN(C(=O)OC(C)(C)C)CC2)cc1,3,0.0,14,12*

Returning to the listing with the two entries that preceded the break.
SMILES	tim10-1 inh	APJ antagonist	MPTP block	tim23-1 inh	beta cell repl	TIM10 inh	NALP3 yeast inh	APJ ag	NR3A LBD binder
O=C(CCN1C(=O)c2ccccc2C1=O)Nc1ccncc1	2	8	1.3	6	-1	-4	10	-1	1
Cn1c(=O)c2c(nc(CN3CCN(CCO)CC3)n2CCc2ccccc2)n(C)c1=O	-12	21	2.9	-5	-2	-7	2	1	-7
O=C(Nc1cc(S(=O)(=O)N2CCCC2)ccc1Cl)c1cc(F)c(F)c(F)c1F	0	-19	0.9	14	-5	-2	1	-2	0
CCNS(=O)(=O)c1ccc2c3c(cccc13)C(=O)N2	3	-7	1.1	0	0	0	22	-4	1
N/C(=N\OS(=O)(=O)c1cc(Cl)ccc1Cl)c1ccncc1	4	-10	2.0	3	-2	4	3	0	-1
O=C(COC(=O)CSc1ccc(F)cc1)NCc1ccco1	12	0	-1.2	0	-2	-7	7	-4	-1
O=C1CC(NCc2cccs2)C(=O)N1c1ccc(Cl)cc1 (stereo not drawn)	12	-2	-0.8	-3	-2	-1	15	-1	-4
CCOC(=O)c1cnc2ccc(C)cc2c1Sc1ccccc1C(=O)OC	24	0	-2.1	28	-4	-7	10	-1	3
CC(=O)Nc1ccc(S(=O)(=O)NCCSCc2ccco2)cc1	3	9	-0.9	7	-2	-5	-3	-2	-27
COc1ccc(CC(=O)NNC(=O)CCc2ccccc2)cc1OC	-8	-7	1.0	8	-4	-15	9	0	-1
CCCNC(=O)C1(CC2CC(c3ccccc3)=NO2)CCN(C(=O)C2CCCC2)CC1 (stereo not drawn)	7	6	-1.0	-15	-6	-9	-3	-3	-2
CCOC(=O)N1CCN(S(=O)(=O)c2c(C(=O)N3CCCCC3)c(C)n(C)c2C)CC1	-1	5	-0.1	-3	-3	1	19	-2	-2
C=CCSc1n[nH]c2nc3c(c(=O)n12)C1(CCCC1)Cc1ccccc1-3	20	7	1.4	29	-1	27	-9	-2	-9
CCOc1ccc(N(CC(=O)Nc2ccccc2C)S(=O)(=O)c2c(C)noc2C)cc1	23	6	-0.4	31	-7	27	-5	-4	0
O=C(COC(=O)c1ccc(S(=O)(=O)N2CCOCC2)cc1)Nc1nc(-c2ccccc2)cs1	2	16	1.7	2	-3	10	19	-4	-1
S=C(Nc1ccc(Cl)cc1Cl)N1CCN(c2ccccn2)CC1	-12	9	-1.5	-8	-3	-11	28	1	2
Cn1nnnc1NCc1ccc(Cl)cc1	10	3	-3.4	-2	-1	4	12	-2	1
Cc1nonc1NC(=O)CSc1nnc(-c2ccoc2C)n1C	8	8	-0.4	16	0	-10	5	5	20*
O=C(NCc1ccncc1)C(=O)NCC1OCCCN1S(=O)(=O)c1ccccc1 (stereo not drawn)	20	-4	0.6	17	0	-12	14	2	-1
O=C(Nc1ccc2c(c1)OCO2)c1ccc(N2C(=O)c3ccccc3C2=O)cc1	8	2	1.4	2	3	-13	14	-2	-2
O=C(CN(Cc1ccc(F)cc1)C(=O)CNS(=O)(=O)c1ccc(Cl)cc1)NCC1CCCO1 (stereo not drawn)	-2	-5	0.0	12	-3	-17	14	-4	0
Cc1ccn2c(Nc3ccccc3C)c(-c3cccnc3)nc2c1	2	3	0.4	41	-2	18	-5	0	-2
CCCc1nn2c(=O)cc(O)nc2s1	9	-15	-0.2	13	-3	22	6	7	-3
O=C1C2C3C=CC(CC3)C2C(=O)N1c1ccc(F)cc1 (stereo not drawn)	-5	12	-0.7	-9	-1	-13	7	0	1
Cc1ccc(C(C)C)c(OCCN2CCc3ccccc3C2)c1	10	16	1.8	25	-5	12	16	-4	3
O=C(CCc1nc2ccccc2c(=O)[nH]1)NNC(=O)COc1ccccc1Cl	-2	25	-3.7	-16	7	-3	3	-4	6
CCn1nnc2cc(C(=O)Nc3cc(S(C)(=O)=O)ccc3Cl)ccc21	-4	-10	-2.0	10	-2	0	17	0	3
SMILES	tim10-1 inh	APJ antagonist	MPTP block	tim23-1 inh	beta cell repl	TIM10 inh	NALP3 yeast inh	APJ ag	NR3A LBD binder
COc1cc(CNc2ncc(-c3ccc(Br)cc3)n2C)cc(OC)c1OC	8	25	1.5	8	-1	-2	1	-8	1
CCOC(=O)C1=C(C)N(CCCC(=O)O)C(=O)NC1c1ccccc1OS(=O)(=O)c1ccccc1[N+](=O)[O-] (stereo not drawn)	-18	-30	1.2	-4	-8	97*	18	4	1
CC1(C)CC(=O)C2=C(C1)N(CCN1CCOCC1)C1=C(C(=O)CC(C)(C)C1)C2c1ccc(Cl)c([N+](=O)[O-])c1	9	-5	-0.4	15	-3	7	-6	-1	-3
COc1ccc(NC2=C(C)C(=O)CC2)cc1	-29	8	-3.5	3	-1	-2	20	-2	-4
Cc1nc(NC(=O)C2CC3CCCC(C2)C3=O)sc1C (stereo not drawn)	29	5	1.8	23	-3	7	8	1	3
S=C(Nc1ccc(CN2CCCCC2)cc1)Nc1cccc(Cl)c1Cl	3	5	-0.4	13	0	0	11	-6	-2
Oc1ccccc1/C=N/n1c(COc2ccccc2)n[nH]c1=S	37	-5	-0.9	42	-1	13	25	-5	-3
CCN(CC)CCN1C(=O)c2oc3ccccc3c(=O)c2C1c1ccccc1 (stereo not drawn)	1	4	-2.7	8	1	6	13	-4	-9
Nn1c(SCc2ccc(F)cc2)nnc1-c1cccnc1	-2	-1	1.3	12	-2	-10	10	-4	1
Cc1cc(O)c(C(=O)Nc2cccc(Cl)c2)c(=O)n1C	16	-27	0.7	10	-8	-18	22	-1	0
CN(CC(=O)NC1CCN(Cc2ccccc2)CC1)S(=O)(=O)c1ccc(Cl)cc1	-22	-11	1.0	9	-4	-9	14	-2	1
CC(=O)Nc1cccc(NC(=O)C2CC3CCC2C3)c1 (stereo not drawn)	0	-12	-0.3	2	-3	-15	28	-2	-3
Cc1ccc(NC(=O)c2ccc(Cn3cc(Br)cn3)o2)cc1	22	4	0.9	38	-4	18	29	2	0
COCCN(C(=O)CSc1nnc(C)n1-c1ccccc1)c1c(N)n(Cc2ccccc2)c(=O)[nH]c1=O	-1	17	0.9	11	2	4	8	-2	-3
O=C(NCCN1CCOCC1)c1c(F)c(F)c(F)c(F)c1F	3	4	-0.9	-10	-1	9	-8	-5	0
COc1ccc(OCCC(=O)OCC(=O)NCc2ccc(F)cc2)cc1	17	12	0.8	17	0	23	-5	-3	0
CCOCC(O)CNC(=O)c1ccc(OC2CCN(C(=O)c3cccnc3)CC2)cc1 (stereo not drawn)	-3	-4	-1.0	-10	1	-2	3	-3	1
CC(=O)Nc1nc(C)c(-c2csc(Nc3ccc(S(N)(=O)=O)cc3)n2)s1	7	1	1.3	0	0	-5	11	-6	-7
CCOc1ccc(-n2c(C)c(C(C)=O)c(C(C)=O)c2C)cc1	-17	7	-0.5	-85	-1	-31	10	-2	0
O=C(COc1ccccc1[N+](=O)[O-])N/N=C/c1cccc(OC(=O)c2ccc3c(c2)OCO3)c1	24	2	-2.0	19	-2	15	7	1	0
COC(=O)c1ccc(OC)c(CN2CCCN(Cc3cc(C)ccc3C)S2(=O)=O)c1	20	0	-0.3	17	-3	12	21	-3	-7
CCN(CC(=O)Nc1cc(S(=O)(=O)N2CCOCC2)ccc1C)Cc1ccccc1	16	24	-0.9	20	3	10	0	-1	-2
O=C(Nc1sc2c(c1C(=O)NCCO)CCCC2)c1ccco1	20	13	-0.8	32	0	28	17	-2	0
